Bioassay records deposited in PubChem BioAssay by Broad Institute.
LGR2 antag – inhibitors of bursicon-induced Drosophila LGR2 receptor cAMP signaling; 0.35% of 380,000 active; HEK293 LGR2, CRE-luciferase, bursicon-stimulated, 4 h; inhibition, % at 9.99 µM; AID 720647;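 active = drop in luminescence signal, shown as inhibition above about 50% in the replicate tests, limit read from the data, passing the limit was not always enough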;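 also: agonist challenge used bursicon conditioned medium at about half maximal strength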
PGC1a acetyl inh – modulators of PGC1a acetylation | U2OS PGC1a acetylation, AlphaScreen anti-acetyl-lysine; with virally co-expressed GCN5 acetyltransferase | inhibition, % at 15.6 µM | AID 651687 | 0.17% of 350,000 active;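 active = every replicate shows inhibition of at least 40%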;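 also: 0% = neutral control wells and 100% = positive control wells; some results beyond the cut were filed as inactive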
PAX8 reporter – PAX8 transcriptional activity inhibition. RMG-I TPO-luciferase reporter, SteadyGlo, 24 h. inhibition, % at 12.6 µM. 1.2% of 360,000 active;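 active = mean replicate inhibition at least 60% with every replicate also reaching 60%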;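 also: luciferase light reporting Pax8 driven TPO promoter activity; plate controls were median of neutral control wells for no effect and mitoxantrone controls for full effect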
EWS-Fli inh – EWS/Fli transcriptional activity inhibition; A673 NR0B1-luciferase reporter, viability-normalised; inhibition, % at 12.6 µM; 0.67% of 350,000 active;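 active = mean inhibition of at least 50% after viability correction, with every replicate also passing that limit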;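 also: firefly luciferase signal divided by Alamar Blue viability fluorescence both relative to DMSO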
miR122 inh – blocks miR-122 activity in Huh7 sensor cells. Huh7 miR-122 Renilla luciferase sensor, 48 h; neutral wells = 0, positive control = 100. activation (reporter increase), % at 12.5 µM. 0.3% of 340,000 active. AID 602342;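 active = mean replicate activation score at least 90 and every replicate individually at or above 90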;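 also: higher luciferase means less miR-122 activity so hits act as miR-122 inhibitors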
CASP6 VEID inh – caspase-6 (human) enzyme inhibition | inhibition, % at 12.5 µM | purified caspase-6, Z-VEID-R110 cleavage fluorescence | P55212 | AID 686996 | 0.53% of 350,000 active;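 active = mean inhibition across replicates at least about 35%, with every replicate also reaching that limit, limit read from the data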;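 also: 0% = median of neutral control wells and 100% = no fluorescence left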
Target sequence (P55212 24-179 limits assumed): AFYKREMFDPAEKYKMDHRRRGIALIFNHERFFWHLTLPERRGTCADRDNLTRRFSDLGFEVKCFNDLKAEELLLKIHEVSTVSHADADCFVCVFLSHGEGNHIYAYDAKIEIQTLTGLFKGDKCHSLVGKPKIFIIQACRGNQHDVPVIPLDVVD
Target sequence (P55212 194-293 limits assumed): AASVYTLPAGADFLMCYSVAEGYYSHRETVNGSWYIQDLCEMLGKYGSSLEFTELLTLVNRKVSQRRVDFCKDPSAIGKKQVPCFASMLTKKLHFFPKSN
FN deposition inh – fibronectin deposition inhibition | AH1F fibroblasts, Alexa488-fibronectin deposition fluorescence, overnight | inhibition, % at 12.6 µM | 0.086% of 350,000 active | AID 743247;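 active = mean inhibition across replicates of 30% or more, regardless of how many single replicates reach that level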;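 also: positive control wells lacked labelled fibronectin entirely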
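Measured by – fluorescence 485/525 nm · System – AH1F fibroblast monolayer, labelled fibronectin deposition · Amount – 10000 cells per well · Buffer or medium – serum-reduced DMEM (2% serum) · Doses – single dose, pinned · Also added – fluorescent fibronectin at 24 nM final · Schedule – 1 h cell attachment, overnight exposure to compound and label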
Cneo AK release – Cryptococcus neoformans lysis via adenylate kinase release | C. neoformans lysis, adenylate kinase release luminescence, 4 h; normalised: neutral wells 0, clomiphene wells 100 | lysis activity, % at 15 µM | 0.2% of 360,000 active;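 active = mean lysis activity across replicates of at least 80%, whatever share of replicates individually reach that level; inactive = mean lysis activity below 80%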
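Assay system: Cryptococcus neoformans yeast cells / Dosing: single-point compound dose / Timing: 4 h at 37 °C static, read 1 h later / Measured by: luminescence of released adenylate kinase using an AK detection reagent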
* hit, by the source's call; · = no result given; [ ] = remark or other dose. Compounds as they come; overall some 2.5% were active at least once.

cpd	molecule	LGR2 antag	miR122 inh	PAX8 reporter	Cneo AK release	CASP6 VEID inh	EWS-Fli inh	FN deposition inh	PGC1a acetyl inh
1	CN1CCN(C(=O)C[C@H]2CC[C@H]3[C@@H](COc4ccc(NC(=O)C5CCC5)cc4C(=O)N3C)O2)CC1	15	·	-8	·	-5	-10	-1	-6
2	C[C@@H]1CN([C@H](C)CO)S(=O)(=O)c2ccc(C#Cc3ccccc3F)cc2O[C@@H]1CN(C)C(=O)Cc1ccncc1	9	-52[16.7 µM]	0	1	-2	16	·	2
3	CC(CCCC(C)(C)O)NC(=O)c1ccc(OC2CCN(C(=O)C3CC3)CC2)cc1 (centres undefined)	·	·	20	-1	0	-10	-4	-19
4	O=C(Oc1ccc(-c2nnco2)cc1)c1cc(S(=O)(=O)N2CCOCC2)ccc1F	-10	-1	·	1	0	14	-7	12
5	COc1cc2c(cc1OC)-c1cc3ccc(OC)c(OC)c3c[n+]1CC2	-7	-10	18	0	5	8	1	·
6	Cc1ccc(CN2CCN(Cc3ccc4ncccc4c3)CC2CCO)cc1 (centres undefined)	9	-3	-3	-2	3	8	-3	12
7	CC(C)NC(=O)NC(=O)CSc1ncccn1	19	·	5	·	-1	-2	1	·
8	COc1ccc(CN2C[C@H]3CON(C)[C@H]3C[C@H]2c2ccc(-c3ccccc3)cc2)cc1	-4	-2	-34	-1	-4	1	13	2
9	O=C(Cc1ccccn1)NCC[C@@H]1CC[C@@H](NS(=O)(=O)c2ccc(Cl)cc2)[C@H](CO)O1	-4	·	10	11	-7	-1	-9	0
10	O=c1c2nnn(-c3ccc(Cl)cc3)c2ncn1Cc1ccccn1	10	·	-3	·	-2	8	·	6
11	O=C(N/N=C/c1ccc(O)cc1)c1csc2c1CCCC2	-52	6	21	0	2	-9	-3	-5
12	O=C(Nc1ccc(Cl)cc1)N[C@H]1CC[C@@H](CCn2cc(Cc3ccccc3)nn2)O[C@H]1CO	-20	·	11	-4	2	9	·	0
13	O=C(O)c1ccc(S(=O)(=O)c2ccccc2)s1	0	-1	8	1	-2	0	14	50
14	CCOC(=O)/C(=C\C=C\c1ccccc1)NC(=O)c1ccccc1	35	4	·	-5	·	·	·	-10
15	COc1ccc(S(=O)(=O)NCC(c2cccnc2)N2CCN(C)CC2)cc1OC (centres undefined)	1	-8	6	4	-50	7	4	·
16	COCC(=O)Nc1ccc2c(c1)[C@@H]1C[C@H](CC(=O)N[C@H](C)c3ccccc3)O[C@H](CO)[C@@H]1O2	-10	0[16.7 µM]	-2	11	0	-111	4	1
17	C[C@@H]1CN([C@@H](C)CO)C(=O)c2cccc(NC(=O)C3CC3)c2O[C@H]1CN(C)Cc1ccc(C(F)(F)F)cc1	7	64[16.7 µM]	·	14	-1	11	·	-8
18	O=C(O)C(CO)N=Cc1c(O)c2ccccc2oc1=O (centres undefined)	16	·	33	·	9	4	-2	4
19	Cc1ccc(NS(=O)(=O)c2c(C(=O)N3CCOCC3)c(C)n(C)c2C)cc1	11	13	-31	-1	4	2	-4	17
20	Cc1ccc(C)c(CSCc2nc3ccccc3[nH]2)c1	26	-8	14	-4	-3	5	8	-4
21	CCN(CCCNC(=O)c1cc2c(-c3cccc(OC)c3)nn(C)c2s1)Cc1ccccc1	5	-5	-11	1	-10	13	1	-33
22	C[C@H](CO)N1C[C@H](C)[C@H](CN(C)S(=O)(=O)c2ccccc2)Oc2c(NC(=O)C3CC3)cccc2C1=O	-20	2[16.7 µM]	-8	6	-1	-5	·	·
23	COC(=O)C1=C(C)NC(C)=C(C(=O)OCC2CCCO2)C1c1cccc(Cl)c1 (centres undefined)	-1	0	22	0	-2	9	0	·
24	CCOc1ccc(NS(=O)(=O)c2cccc(C(=O)N3CCN(C/C=C/c4ccccc4)CC3)c2)cc1	26	-8	44	-1	4	8	1	10
25	COc1ccccc1C(=O)Nc1ccnn1C1CCN(C(=O)c2ccoc2)CC1	-18	·	-8	1	0	-10	1	·

Five of these compounds, set out differently:
Fields: LGR2 antag	miR122 inh	PAX8 reporter	Cneo AK release	CASP6 VEID inh	EWS-Fli inh	FN deposition inh	PGC1a acetyl inh
[13] O=C(O)c1ccc(S(=O)(=O)c2ccccc2)s1
→ 0	-1	8	1	-2	0	14	50
[14] CCOC(=O)/C(=C\C=C\c1ccccc1)NC(=O)c1ccccc1
→ 35	4	·	-5	·	·	·	-10
[15] COc1ccc(S(=O)(=O)NCC(c2cccnc2)N2CCN(C)CC2)cc1OC (centres undefined)
→ 1	-8	6	4	-50	7	4	·
[16] COCC(=O)Nc1ccc2c(c1)[C@@H]1C[C@H](CC(=O)N[C@H](C)c3ccccc3)O[C@H](CO)[C@@H]1O2
→ -10	0[16.7 µM]	-2	11	0	-111	4	1
[17] C[C@@H]1CN([C@@H](C)CO)C(=O)c2cccc(NC(=O)C3CC3)c2O[C@H]1CN(C)Cc1ccc(C(F)(F)F)cc1
→ 7	64[16.7 µM]	·	14	-1	11	·	-8

Continuation.
cpd	molecule	LGR2 antag	miR122 inh	PAX8 reporter	Cneo AK release	CASP6 VEID inh	EWS-Fli inh	FN deposition inh	PGC1a acetyl inh
26	Cc1ccc(S(=O)(=O)c2ncccc2N)cc1	0	5	7	-2	-4	-16	11	-5
27	CS(=O)(=O)c1ccc2nc(N)sc2c1	·	-5	·	-2	·	·	8	-11
28	NC(=O)C[C@@H]1N[C@]2(C(=O)Nc3ccccc32)[C@@H]2C(=O)N(c3cc(C(F)(F)F)ccc3Cl)C(=O)[C@H]12	·	-3	·	0	·	·	-5	13
29	COC(=O)C1CCC(C)(C(=O)Nc2ccccc2)C1(C)C (centres undefined)	·	-3	10	2	·	·	4	-2
30	Cc1c(OC(C)C(=O)NCC2CCC(C(=O)O)CC2)ccc2c(-c3ccccc3)cc(=O)oc12 (centres undefined)	-4	-1	·	-1	-1	3	·	-6
31	CC1CCC2(CC1)NC(=O)N(CC(=O)N1CCc3ccccc3C1)C2=O (centres undefined)	3	-4	27	0	4	-4	3	-6
32	COCC(=O)N1CCCCN2[C@H](CO)[C@H](c3ccc(-c4cccc(C)c4)cc3)[C@H]2C1	-10	-7[16.7 µM]	-21	2	·	1	·	5
33	O=C(C[C@@H]1CC[C@H]2NC[C@@H](O)COC[C@@H]2O1)Nc1nccs1	1	-2[16.7 µM]	6	2	0	-6	-18	-1
34	O=C(NCc1cccc(C(F)(F)F)c1)N1CCN(C(=O)c2ccccc2)CC1	0	-1	1	2	-1	4	-4	5
35	Cc1cc(C)c2nc(NC(=O)CN3C(=O)NC4(CCCC4)C3=O)sc2c1	-12	·	54	·	4	-16	3	·
36	CCCNC(=O)C[C@H]1C[C@@H]2c3cc(NC(=O)CN(C)C)ccc3O[C@@H]2[C@H](CO)O1	-12	1[16.7 µM]	-5	-1	·	-4	-2	0
37	Cc1nc2sc(C(c3ccc(Cl)cc3)N3CCN(CCO)CC3)c(O)n2n1 (centres undefined)	7	-13	1	0	1	-1	-1	13
38	O=C(NCCOc1ccccc1)N1[C@H]2CC[C@@H]1C=C(c1ccc(F)cc1OCc1ccccc1)C2	15	-2	-2	3	0	1	0	-28
39	CN(CC(=O)Nc1ccccc1Br)C(=O)CCc1nc2ccccc2c(=O)[nH]1	-8	-10	-1	-3	2	-9	0	·
40	CCc1ccc(C(C)NC(=O)c2cccs2)cc1 (centres undefined)	5	-3	-10	-1	3	10	1	·
41	Cc1noc(C)c1NC(=O)N(C)C[C@@H]1Oc2ccc(NC(=O)Nc3cccc4ccccc34)cc2CC(=O)N([C@H](C)CO)C[C@@H]1C	14	-1[16.7 µM]	2	-1	3	-6	-2	4
42	Cc1oc(-c2ccc(Cl)cc2)nc1CS(=O)CC(=O)NCCCN1CCCC(C)C1 (centres undefined)	-8	·	21	1	-3	·	13	·
43	C/C(=N\Nc1ccc(S(=O)(=O)Nc2ccccc2)cc1[N+](=O)[O-])c1ccc(N2CCOCC2)cc1	7	22	-7	·	8	-6	3	·
44	CC(C)C(=O)Nc1ccc2c(c1)C(=O)N(C)[C@H]1CC[C@H](CC(=O)NCc3ccc(F)cc3)O[C@@H]1CO2	-6	5[16.7 µM]	2	-11	-2	3	-5	4
45	Cc1ccc(S(=O)(=O)Nc2cccc(CP(=O)(c3ccccc3)c3ccccc3)c2)cc1	6	·	13	·	1	4	-1	-10
46	COc1ccccc1-c1ccc2c(c1)O[C@@H](CN(C)S(=O)(=O)c1ccc(C)cc1)[C@H](C)CN([C@H](C)CO)S2(=O)=O	10	1[16.7 µM]	50	-1	0	1	·	-35
47	CC1C(=O)N(Cc2ccccc2)c2ccccc2N1C(=O)c1ccccc1 (centres undefined)	11	11	-24	-13	1	7	13	-18
48	O=C(NCc1cccc(Cl)c1)c1ccc(-c2cccnc2)c2ccoc12	·	-3	-34	1	9	-8	8	-19
49	COc1ccc(S(=O)(=O)N2CCCC(C(=O)NCCN3CCOCC3)C2)cc1C (centres undefined)	1	·	1	-2	-4	5	-3	·
50	O=C(CN1CCN(Cc2ccccc2)CC1)N1CCCCCC1	-26	·	11	·	-4	4	-3	4
51	CCCCn1c(SCC(=O)NC2CC(C)(C)NC(C)(C)C2)nc2cc(S(N)(=O)=O)ccc21	12	-6	-3	23	-1	-11	-13	-16
52	C[C@@H]1CCCCO[C@@H](CN(C)C(=O)C2CCCCC2)[C@H](C)CN([C@@H](C)CO)C(=O)c2cc(NC(=O)Nc3ccccc3)ccc2O1	17	-12[16.7 µM]	3	-2	1	14	-1	-6

Compound profiles, from the list above.
O=C(Nc1ccc(Cl)cc1)N[C@H]1CC[C@@H](CCn2cc(Cc3ccccc3)nn2)O[C@H]1CO reads LGR2 antag: -20; miR122 inh: ·; PAX8 reporter: 11; Cneo AK release: -4; CASP6 VEID inh: 2; EWS-Fli inh: 9; FN deposition inh: ·; PGC1a acetyl inh: 0
C[C@@H]1CN([C@@H](C)CO)C(=O)c2cccc(NC(=O)C3CC3)c2O[C@H]1CN(C)Cc1ccc(C(F)(F)F)cc1 reads LGR2 antag: 7; miR122 inh: 64[16.7 µM]; PAX8 reporter: ·; Cneo AK release: 14; CASP6 VEID inh: -1; EWS-Fli inh: 11; FN deposition inh: ·; PGC1a acetyl inh: -8
